Compound activity as filed in PubChem.
DDE Tn6 FP inh: disrupts Tn6 cyclic peptide binding to fibrin D-Dimer-E complex; P02675; Fibrin DD(E) TRITC-Tn6 fluorescence polarization displacement; inhibition, % at 8.3 µM; 370,000 tested, 0.21% active; AID 720509;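 active = inhibition above a per-campaign cutoff: mean of compounds within control limits plus 3 SD, cut at about 15% in these data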;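 note: 0% = median of all compound wells on the plate and 100% = blocking peptide control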
ARFGAP1 inhibitor: inhibits rat ARF GTPase activating protein 1; Q62848; Arfgap1-stimulated ARF1 GTP hydrolysis, GDP FP detection; inhibition, % at 16.5 µM; 360,000 tested, 0.26% active;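 active = inhibition above a per-plate limit, mean inhibition of low control wells plus 3 SD, cut at about 25% in these data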;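 note: 0% = DMSO wells with enzyme and 100% = wells lacking Arfgap1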
Target sequence (Q62848 1-136 limits assumed): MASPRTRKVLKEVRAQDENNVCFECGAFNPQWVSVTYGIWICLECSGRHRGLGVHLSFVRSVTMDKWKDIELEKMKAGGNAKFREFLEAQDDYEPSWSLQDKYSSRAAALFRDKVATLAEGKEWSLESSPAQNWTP
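Material: rat Arfgap1 catalytic domain, aa 1-136; also added: human ARF1(Δ1-17)-GTP substrate; compound dosing: one concentration, 16.5 µM, DMSO 1.26%; incubation: GTP hydrolysis reaction 2 h at 25 °C; measured by: Tracer-displacement fluorescence polarization with EDTA stop, 620/688 nm; evaluation: % inhibition from polarization; repeats: one replicate per compound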
rCAG RNA binder: molecules binding r(CAG) RNA repeats. r(CAG) RNA repeat, TO-PRO-1 dye displacement fluorescence. inhibition, % at 3 µM. 370,000 tested, 1.3% active. AID 651821;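 active = inhibition above the plate cutoff, the mean of all test compounds on that plate plus 3 SD, cut at about 35% in these data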;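 note: 0% = DMSO alone and 100% = 100 µM mitoxantrone as full dye displacement; higher means more dye released from RNA so lower well fluorescence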
sPLA2-III inh: Blocks human group III sPLA2 activity; AID 743126; inhibition, % at 12.2 µM; Q9NZ20; QFRET BODIPY PC-A2 liposome hydrolysis, fluorescence; 370,000 tested, 0.56% active;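 active = inhibition above mean plus 3 SD of compounds lying within the high and low control bounds, cut at about 19% in these data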;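 note: 0% = median of test compound wells and 100% = no enzyme DMSO wells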
ASAP1 GAP inh: inhibitors of human ASAP1 ArfGAP activity; ASAP1-stimulated ARF1 GTP hydrolysis, GDP FP detection; inhibition, % at 16.5 µM; 360,000 tested, 0.19% active; in the data active = inhibition above about 25%;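 note: 0% = vehicle with enzyme and substrate and 100% = no enzyme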
Target sequence (Q9ULH1 325-724 limits assumed): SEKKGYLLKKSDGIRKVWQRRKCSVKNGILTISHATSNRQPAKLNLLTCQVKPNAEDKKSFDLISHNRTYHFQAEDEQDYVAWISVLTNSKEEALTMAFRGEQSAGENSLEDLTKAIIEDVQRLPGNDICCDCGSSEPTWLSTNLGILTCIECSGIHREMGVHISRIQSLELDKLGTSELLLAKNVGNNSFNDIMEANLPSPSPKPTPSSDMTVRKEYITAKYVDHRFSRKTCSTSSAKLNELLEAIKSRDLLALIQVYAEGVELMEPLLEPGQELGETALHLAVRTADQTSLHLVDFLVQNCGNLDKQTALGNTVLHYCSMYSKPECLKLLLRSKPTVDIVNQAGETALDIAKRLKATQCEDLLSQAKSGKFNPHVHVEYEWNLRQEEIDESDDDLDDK
ADAM10 inh: ADAM10 inhibition, QFRET primary screen; recombinant ADAM10, EDANS/DABCYL FRET peptide cleavage, 3 h; inhibition, % at 7 µM; 370,000 tested, 0.62% active;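 active = inhibition above a per-campaign cutoff equal to the mean of compounds falling between control-based bounds plus 3 SD, cut at about 20% in these data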;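 note: 0% = DMSO wells while the 100% control is not disclosed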
GC-B act: GC-B (human) receptor activation; HEK293-GC-B cells, CNP EC30, cGMP TR-FRET; 0% at EC30 CNP, 100% saturating CNP; activation, % at 10 µM; 370,000 tested, 0.11% active;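 active = activation at 10 µM reaching about 35% in either raw or pattern-adjusted values, limit read from the data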
GAA850 FXN act: activators of GAA850 frataxin (FXN) promoter. HEK293 lucGAA850 FXN promoter luciferase reporter, 24 h; percent of 10 µM SAHA response. activation, % at 6 µM. 360,000 tested, 0.56% active. AID 540364;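 active = activation above the average of all compounds screened plus 3 SD, cutoff fixed separately per campaign, cut at about 7.5% in these data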;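 note: 0% = DMSO wells and 100% = 10 µM SAHA wells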
NPR1 activator: GC-A (human) enzyme activation; HEK293 GC-A cells, cGMP TR-FRET, EC30 ANP; 0% at EC30 ANP, 100% saturating ANP; activation, % at 10 µM; 370,000 tested, 0.14% active; AID 1671463; in the data active = activation above about 40%
KLK7 zymogen act: activators of human kallikrein-7 zymogen; P49862; purified proKLK7, EDANS-DABCYL substrate fluorescence; 100% is mature enzyme control, 0% vehicle; activation, % at 7 µM; 370,000 tested, 0.9% active; AID 652039;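 active = activation above the mean of all tested compounds plus 3 SD, computed per campaign excluding outliers beyond control limits, cut at about 13% in these data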
Target sequence (P49862 whole entry, looked up): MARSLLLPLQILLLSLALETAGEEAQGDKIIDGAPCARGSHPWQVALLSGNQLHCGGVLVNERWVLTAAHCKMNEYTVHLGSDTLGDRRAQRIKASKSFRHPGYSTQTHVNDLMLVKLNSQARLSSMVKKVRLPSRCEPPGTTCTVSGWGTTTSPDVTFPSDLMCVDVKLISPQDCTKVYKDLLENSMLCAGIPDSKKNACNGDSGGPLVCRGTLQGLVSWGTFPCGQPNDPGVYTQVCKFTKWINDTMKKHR
* hit, by the source's call; i = inactive; . = no result given.

SMILES	DDE Tn6 FP inh	ARFGAP1 inhibitor	rCAG RNA binder	sPLA2-III inh	ASAP1 GAP inh	ADAM10 inh	GC-B act	GAA850 FXN act	NPR1 activator	KLK7 zymogen act
CC(=O)Nc1cccc(-c2nn[nH]n2)c1	-1	-2	0	-1	4	5	7	1.6	4	0.9
CN(CC(=O)Nc1ccccc1Br)C(=O)COc1ccc2ccccc2c1	-2	-2	3	-2	3	-8	0	1.1	0	0.8
CCn1ncc(/C=C/C(=O)NCc2cnn(C)c2C)c1C	-13	-6	-2	0	-2	-1	2	0.5	1	0.0
Cc1cc(C)c(NC(=O)c2ccoc2C)c(C)c1	-1	10	-1	2	-3	-1	5	0.4	0	0.5
Oc1ccc(-c2nc3ccccc3s2)c(O)c1	-3	0	12	-38	1	-359	-5	3.9	9	-49
CCCC(=O)Nc1ccc(Cl)c(NC(=S)NC(=O)c2cc3ccccc3o2)c1	6	-2	-1	8	0	-5	1	1.8	1	0.0
O=C1Nc2cc(C(=O)N3CCOCC3)ccc2S/C1=C\c1ccccc1	-10	10	3	-14	1	3	-2	-0.6	-1	0.4
CCC(CC)C(=O)Nc1cccc(/C(C)=N/NC(=O)c2ccccc2Cl)c1	-5	-13	0	-1	-3	4	-1	-2.5	3	-0.4
COc1cc2c(cc1OC)CN(C(=O)c1ccc(OC)c([N+](=O)[O-])c1)CC2	5	-1	-5	-10	3	-3	-2	-0.1	-2	0.6
O=C(NCC1CCOCC1)C1CCC(=O)N(Cc2cccc(C(F)(F)F)c2)C1 (stereo not given)	4	0	-4	-3	-12	0	1	-0.5	0	0.0
Cc1nn(C(C)C(=O)NCc2ccc(Cl)cc2)c(=O)c2cc3occc3n12 (stereo not given)	1	20	2	8	-2	-1	-1	2.2	-11	0.2
CCOC(=O)c1c(S(=O)(=O)NCC(=O)Nc2cccc(C)c2C)c(C)n(C)c1C	2	4	-4	-7	-7	0	-8	-0.5	1	-0.2
C[C@@H]1CCCCO[C@@H](CN(C)C(=O)c2ccccc2)[C@@H](C)CN([C@H](C)CO)C(=O)c2cc(N(C)C)ccc2O1	-5	0	1	0	-2	-8	4	-0.3	3	-0.4
Cc1ccc(-c2nc(CS(=O)(=O)CC(=O)NCCN3CCOCC3)c(C)o2)cc1	-10	5	-2	0	12	-9	0	0.1	-1	-0.8
Cc1ccc(CNCC(O)(c2ccccc2)c2ccc(Cl)cc2)cc1 (stereo not given)	1	2	-5	-6	3	3	-18	0.2	-41	1.1
COc1ccc(CC(=O)OCC(=O)NC2CCCC(C)C2C)cc1OC (stereo not given)	4	-3	-2	10	-21	-13	-4	0.3	-4	-0.2
O=C(NCCC(=O)N1CCCC1)c1ccccc1Cl	3	0	-2	6	-8	-23	2	3.4	6	0.5
O=[N+]([O-])c1ccc(S(=O)(=O)NCCN2CCOCC2)cc1	11	-7	-1	2	-13	4	-1	0.8	3	0.0
O=C1CC(SC(=NCc2ccc3c(c2)OCO3)Nc2ccccc2)C(=O)N1 (stereo not given)	6	10	7	4	8	10	-6	-0.8	3	0.1
C[C@]12c3[nH]c4ccccc4c3CCN1C(=O)C(CC(=O)NCCc1ccccn1)C[C@@H]2C(=O)N1CCCCC1 (stereo not given in full)	6	2	0	2	-2	-9	1	-2.3	-2	1.0
COc1ccc(CNC(=O)CSc2nnc(-c3cccnc3)n2N)cc1	9	0	9	0	6	0	0	0.3	0	-0.4
Cn1cc(S(=O)(=O)N2CCc3ccccc32)cc1C(=O)Nc1ccc(Cl)cc1	-3	-16	4	-9	1	-3	-24	-0.2	-34	3.0
Cc1nonc1NC(=O)CSc1nc(C23CC4CC(CC(C4)C2)C3)nc2ccccc12	7	-4	-7	-1	-1	-3	-11	3.5	-4	-0.1
CC(=O)Nc1nc(S(=O)(=O)c2ccc(C)cc2)c(Cl)s1	10	-9	2	-17	7	-3	3	1.4	-4	-0.1
Cc1cccc(S(=O)(=O)N2CCC(CO)(Cc3ccccc3)CC2)c1	0	3	-2	-12	-8	0	-2	3.0	0	-0.1
Cc1ccc(OCC(=O)N/N=C\c2ccc(O)c([N+](=O)[O-])c2)c([N+](=O)[O-])c1	5	-3	23	-4	20	5	-11	-0.1	-5	-0.2
COc1cccc(C2=N/C(=C\N(C)C)C(=O)O2)c1	1	5	-1	-3	9	0	1	2.6	-5	-0.2
COc1ccc(-c2oc3cc(OC)c(O)c(OC)c3c(=O)c2OC)cc1O	-12	-4	10	-13	7	-6	-13	-0.7	-3	-1.2
Cc1ccc(OCCC(=O)OCC(=O)c2c(N)n(CC(C)C)c(=O)n(C)c2=O)cc1	2	-2	0	-11	7	-2	-3	-0.8	6	0.2
COCCCNC(=O)C[C@@H]1C[C@@]2(C(=O)OC)CCCCC=C2N(Cc2cccc3ccccc23)C1=O	-6	0	-2	-10	10	-4	3	.	-5	0.7
COc1ccc(CNC(=O)C(C)N=C2NS(=O)(=O)c3ccccc32)cc1OC (stereo not given)	-4	9	0	2	4	-5	8	-1.3	-3	0.1
O=C(Nc1ccc2c(c1)C(=O)NC2=O)c1ccc2ncsc2c1	-8	4	0	2	13	-20	0	3.5	8	-4.9
O=C(CSc1nnc(Cc2ccccc2)n1-c1ccc(F)cc1)N1CCOCC1	5	10	-7	0	-5	-14	1	1.3	0	1.1
Nc1c(C(=O)NCCN2CCOCC2)c2nc3ccccc3nc2n1CCc1ccccc1F	-6	8	2	-21	1	i	1	-1.4	27	-37
CC(=O)N1c2ccc(S(=O)(=O)NCCc3ccc(Cl)cc3)cc2CC1C (stereo not given)	-4	-9	0	-19	3	6	-1	2.0	-1	-0.2
COc1c2ccoc2c(OCC=C(C)C)c2oc(=O)ccc12	-12	9	-3	5	-15	-11	-3	-2.6	-6	-0.2
Cc1cc(C)c2c(C)c(C(=O)NCc3ccncc3)oc2c1	-10	4	0	5	2	-4	3	1.0	-3	0.2
O=C(C(=O)N1CCN(c2ccccc2F)CC1)c1cn(CC(=O)N2CCOCC2)c2ccccc12	2	-7	0	-6	7	3	3	0.1	1	0.4
COC(=O)c1cc(=O)n(Cc2ccc(OC)c(OC)c2)c(=Nc2ccc(F)cc2)s1	9	6	1	-2	3	1	-7	2.3	1	0.3
C[C@H]1CN([C@@H](C)CO)C(=O)CCCn2cc(nn2)CO[C@@H]1CN(C)C(=O)Nc1ccc2c(c1)OCCO2	-1	13	1	6	2	-1	2	-1.9	2	0.2
O=C1NC(=O)C(Cc2c[nH]c3ccccc23)N1 (stereo not given)	1	-3	2	0	3	7	5	0.5	-3	-0.4
O=C(CCCN1C(=O)/C(=C/c2cccc(Br)c2)SC1=S)NCCCN1CCOCC1	0	7	3	-9	2	-5	-9	-4.0	-8	0.5
COC(=O)CCC(=O)OC1(C)C(=O)C2=CN(Cc3ccc(OC)cc3)C(c3ccc(OC)cc3)=CC2=C(Br)C1=O (stereo not given)	-4	-2	18	-9	-2	-41	-2	0.9	0	2.4
NS(=O)(=O)c1ccc(CCNS(=O)(=O)c2ccc(Cl)cc2)cc1	-4	2	4	-14	10	0	-2	2.5	-2	-0.2
Cc1ccc(CNC(=O)c2ccccc2N)cc1	-2	-7	2	3	6	-335	5	1.8	0	4.7
Cc1ccc(C(=O)COc2ccccc2N2C(=O)c3ccccc3C2=O)cc1	-1	-8	0	1	-14	-5	-2	4.0	-2	0.4
CC(=O)NC(C)c1cc(F)c2cccnc2c1O (stereo not given)	-7	2	0	4	-2	-4	6	0.5	1	0.0
O=C(NC(=S)NCCc1ccccn1)c1ccco1	-6	8	-1	7	15	-5	3	1.2	2	1.4

2 entries drawn at random from those above:
SMILES	DDE Tn6 FP inh	ARFGAP1 inhibitor	rCAG RNA binder	sPLA2-III inh	ASAP1 GAP inh	ADAM10 inh	GC-B act	GAA850 FXN act	NPR1 activator	KLK7 zymogen act
COC(=O)c1cc(=O)n(Cc2ccc(OC)c(OC)c2)c(=Nc2ccc(F)cc2)s1	9	6	1	-2	3	1	-7	2.3	1	0.3
COCCCNC(=O)C[C@@H]1C[C@@]2(C(=O)OC)CCCCC=C2N(Cc2cccc3ccccc23)C1=O	-6	0	-2	-10	10	-4	3	.	-5	0.7

5 successive entries from above, quoted:
SMILES	DDE Tn6 FP inh	ARFGAP1 inhibitor	rCAG RNA binder	sPLA2-III inh	ASAP1 GAP inh	ADAM10 inh	GC-B act	GAA850 FXN act	NPR1 activator	KLK7 zymogen act
NS(=O)(=O)c1ccc(CCNS(=O)(=O)c2ccc(Cl)cc2)cc1	-4	2	4	-14	10	0	-2	2.5	-2	-0.2
Cc1ccc(CNC(=O)c2ccccc2N)cc1	-2	-7	2	3	6	-335	5	1.8	0	4.7
Cc1ccc(C(=O)COc2ccccc2N2C(=O)c3ccccc3C2=O)cc1	-1	-8	0	1	-14	-5	-2	4.0	-2	0.4
CC(=O)NC(C)c1cc(F)c2cccnc2c1O (stereo not given)	-7	2	0	4	-2	-4	6	0.5	1	0.0
O=C(NC(=S)NCCc1ccccn1)c1ccco1	-6	8	-1	7	15	-5	3	1.2	2	1.4

Next section
SMILES	DDE Tn6 FP inh	ARFGAP1 inhibitor	rCAG RNA binder	sPLA2-III inh	ASAP1 GAP inh	ADAM10 inh	GC-B act	GAA850 FXN act	NPR1 activator	KLK7 zymogen act
c1ccc(COc2ccc(OCCCNC3CCCC3)cc2)cc1	-1	8	14	15	11	5	-3	0.7	7	0.6
Cc1cc(C=O)c(O)cc1O	-2	7	1	3	5	4	7	1.5	3	-1.5
COc1ccc(S(=O)(=O)c2ccc(OC)cc2)cc1	-2	4	-1	0	6	-3	6	2.2	1	0.3
CC(C)(C)NC(=O)C1(C)CCC(=O)N1CCCn1ccnc1 (stereo not given)	5	4	2	12	1	-17	0	.	2	0.2
